Screening results deposited in PubChem BioAssay by National Center for Advancing Translational Sciences (NCATS).
GCN5L2 inh – blocks human GCN5L2 histone acetyltransferase; Q92830; GCN5L2 HAT assay, ThioGlo1 CoA-SH fluorescence; Potency, µM (titrated, usually from 58.9 µM), for inactives: top-dose activity change, negative = inhibition, usual class: inhibitors; actives 0.21% (n = 390,000); AID 504327
Target sequence (Q92830 whole entry, looked up): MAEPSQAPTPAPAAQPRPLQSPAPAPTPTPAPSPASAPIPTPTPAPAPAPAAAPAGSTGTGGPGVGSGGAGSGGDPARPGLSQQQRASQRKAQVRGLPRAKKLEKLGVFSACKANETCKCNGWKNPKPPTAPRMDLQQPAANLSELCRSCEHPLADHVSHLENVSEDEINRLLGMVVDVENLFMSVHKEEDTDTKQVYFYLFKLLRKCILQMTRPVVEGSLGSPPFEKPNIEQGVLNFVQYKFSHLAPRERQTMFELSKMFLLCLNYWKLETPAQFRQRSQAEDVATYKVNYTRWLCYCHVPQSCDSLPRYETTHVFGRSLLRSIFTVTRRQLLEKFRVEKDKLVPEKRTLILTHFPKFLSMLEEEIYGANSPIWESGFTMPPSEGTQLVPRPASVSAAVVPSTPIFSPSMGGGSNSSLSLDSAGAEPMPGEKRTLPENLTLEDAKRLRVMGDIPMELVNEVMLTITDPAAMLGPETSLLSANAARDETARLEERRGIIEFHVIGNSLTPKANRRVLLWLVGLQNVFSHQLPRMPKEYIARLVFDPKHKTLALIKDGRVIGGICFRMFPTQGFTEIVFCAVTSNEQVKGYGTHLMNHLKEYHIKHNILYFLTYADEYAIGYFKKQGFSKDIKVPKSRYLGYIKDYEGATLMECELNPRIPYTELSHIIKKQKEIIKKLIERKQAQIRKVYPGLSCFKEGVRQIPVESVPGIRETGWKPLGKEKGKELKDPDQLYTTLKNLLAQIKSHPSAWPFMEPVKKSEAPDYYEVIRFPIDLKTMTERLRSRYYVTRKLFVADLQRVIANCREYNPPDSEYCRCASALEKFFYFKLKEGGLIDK
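Titration-based screen in which CoA formation is detected via maleimide probe ThioGlo1 (50uM) turning fluorescent on thiol reaction; substrates H3(1-25) 75uM and acetyl-CoA 70uM, GCN5L2 20nM, 20 min incubation at room temperature.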
TDP1 cell CPT – growth inhibition of DT40 Tdp1-/-;hTDP1 cells with camptothecin (screen for TDP1 inhibitors); chicken DT40 Tdp1-/-;hTDP1 cells + 20 nM CPT, ATP luminescence, 48 h; Potency, µM (highest dose often 46.2 µM), for the others: top-dose activity change, negative = growth inhibition, most hits filed as inhibitors; actives 12% (n = 420,000); further: nearly all actives have a fitted effect of over 55% in size
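Chicken DT40 Tdp1-/- cells complemented with human TDP1, 400 cells/well, exposed to compounds plus 20 nM camptothecin for at least 48 h at 37 C; viability read as ATP content by CellTiter-Glo luminescence.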
DT40 TDP1 no CPT – qHTS for Inhibitors of human tyrosyl-DNA phosphodiesterase 1 (TDP1): qHTS in cells in absence of CPT; AID 686978, 2013; Potency, µM (highest dose often 46.2 µM), inactives show at the top dose activity change, negative = growth inhibition, most hits filed as inhibitors; DT40 Tdp1-/- hTDP1 cells, no CPT, ATP luminescence, 48 h; actives 15% (n = 420,000); further: nearly all actives have a fitted effect of over 55% in size
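Camptothecin absent (DMSO only). Human TDP1-complemented DT40 knockout cells, 400 cells/well, 37 °C for minimum 48 hr; ATP measured via CellTiter-Glo, 30 min dark incubation, luminescence.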
The depositor's hits bear a star; ? = inconclusive; . = no result given; & = joins results of further samples; [ ] = dose if it differs, or a comment. The call rests on the fitted dose curve; in most records, active means well fitted curve in the direction sought with a large enough effect; inconclusive means small, poorly fitted or top-dose-only effect, or another doubt; inactive means no such curve, though single readings can be large; an effect the other way counts as inactive or inconclusive. On the % scale 0 is the no-effect control and ±100 the full control effect; potency means the concentration at half of the fitted maximal effect.

Values run as follows: GCN5L2 inh, TDP1 cell CPT, DT40 TDP1 no CPT
O=C(Nc1ccc2c(c1)CCC2)c1c(F)cccc1Cl
    -2%, 19%, -24%
COc1ccc(C(CC(=O)Nc2ccc(F)c(Cl)c2)N2Cc3ccccc3C2=O)cc1OC (centres undefined)
    -1%, ?, 15µM*
CCCc1cc2nnc(SCC(=O)N(C)C3CCCCC3)n2c(N)n1
    -3%, 1%, -12%
COC(=O)c1cc(OC)c(OC)cc1NC(=O)c1cc(C(C)(C)C)oc1C
    1%, ?, -1%
Cc1cc(C(F)(F)F)c(C#N)c(SCC(=O)NC2CC2)n1
    -2%, -4%, -6%
COc1cc(Br)c(C2CC(=O)Nc3cc(OC)c(OC)cc32)cc1OC (centres undefined)
    0%, -14%, -9%
O=S(=O)(Nc1ccc(Cc2ccncc2)cc1)c1ccc(Cl)c(Cl)c1
    -26%, ?, ?
CCOC(=O)c1sc2ncnc(N3CCN(c4ccc(OC)cc4)CC3)c2c1C
    -1%, ?, ?
CCOC(=O)N1CCN(C(c2ccccc2)c2sc3nc(C)nn3c2O)CC1 (centres undefined)
    0%, -6%, 9%
C[C@@H]1CN([C@H](C)CO)C(=O)CCCn2nncc2CO[C@H]1CN(C)C(=O)Nc1ccnc(N2CCOCC2)c1
    ., 10%, 17%
CN(C)CCCNC(=O)CCC1CCCCC1
    -10%, -7%, -9%
COc1ccccc1-c1ccc2ncnc(N(C)Cc3ccco3)c2c1
    1%, ?, ?
Cc1ccc(S(=O)(=O)Nc2cccc(C(=O)NCC3CCCO3)c2)cc1F (centres undefined)
    -6%, ?, ?
CCn1c(=O)c2ccccc2n2c(SCC(=O)N3CCc4ccccc4C3)nnc12
    -4%, ?, -6%
COc1ccc(N(C(=O)c2ccco2)C(C(=O)NC2CCCC2)c2cc(OC)c(OC)c(OC)c2)cc1 (centres undefined)
    -1%, -6%, -3%
COc1ccccc1N1CCN(C(=O)COc2ccc(Cl)cc2Br)CC1
    -6%, ?, ?
COc1ccc(N2CCN(C(=O)CCCCn3c(=O)[nH]c4ccsc4c3=O)CC2)cc1
    -2%&1%, ?, 26µM*
Cc1cccc(N2CCN(c3nc4ccccc4n4cnnc34)CC2)c1C
    -6%, 26µM*, ?
Cc1ccc(Nc2nc(N)c(C#N)c(CC#N)c2C#N)cc1
    0%, -15%, 2%
Cc1nnsc1C(=O)Nc1ccc(S(=O)(=O)N2CCCC(C)C2)cc1 (centres undefined)
    -5%, ?, ?
COc1ccc(OC)c(S(=O)(=O)N2CCN(c3ncccn3)CC2)c1
    -16%, ?, 15µM*
CC(=O)NCCc1ccc(-c2csc(NC(=O)C3CC(=O)N(C4CCCC4)C3)n2)cc1 (centres undefined)
    -2%, ?, ?
O=C(c1cc2ccccc2[nH]1)c1cc2cc(O)ccc2[nH]1
    ., ?, 16µM*
O=C(O)c1cccc(NC(=S)NC(=O)c2ccc(-c3ccccc3)cc2)c1
    -1%, 25%, -2%
O=C(Nc1nnc(C2CC2)s1)c1cccs1
    0%, -14%, 9%
CC(=O)CSc1nnc2cc(C)c3ccccc3n12
    -6%, ?, ?
COc1ccc(OC)c(CN2CCN(Cc3cc(OC)c(OC)c(OC)c3)CC2)c1
    -6%, -6%, 13%
CN(C)CCCNC(=S)NCC(c1ccc(Cl)cc1Cl)c1c[nH]c2ccccc12 (centres undefined)
    0%, ?, ?
CN(C(=O)c1ccc(NC(=O)Cc2ccc(NC(=O)C3CCN(C(=O)CCc4ccccc4)CC3)cc2)cc1)C1CCCC1
    ., 23µM*, 21µM*
CC(OC(=O)c1ccc([N+](=O)[O-])o1)C(=O)NC1CCCCC1C (centres undefined)
    -2%, -14%, 0%
CCOC(=O)Cc1csc(SC(C)C(=O)NCC(=O)Nc2ccc(F)c(F)c2F)n1 (centres undefined)
    1%, -20%, ?
Cc1ccccc1-n1c(SCC(=O)N2CCCC2)nnc1-c1ccccn1
    -6%, -3%, -13%
CC(/C=C/c1ccccc1)=N\Nc1nc(C)cc(C)n1
    -7%, 4.6µM*, 5.2µM*
CC(C)OC(=O)CCCCCN1C(=O)CSC1=S
    ?, -4%, -9%
N#CC(c1cccc(Cl)c1)c1ccc2c(C(F)(F)F)cc(C(F)(F)F)nc2n1 (centres undefined)
    ., 1.5µM*, 1.6µM*
COc1ccc(CC(NC(C)=O)C(=O)NC2CCN(C(=O)c3cnccn3)CC2)cc1 (centres undefined)
    -18%, 4%, 8%
COc1cc(-c2ccno2)ccc1S(=O)(=O)N1CCN(c2ccc(F)cc2)CC1
    -2%, ?, 7.3µM*
Cc1cc(Br)ccc1NC(=O)CN(C)C(=O)c1cc(S(=O)(=O)N(C)C)ccc1N1CCCC1
    -3%, -26%, ?
CN(C)C(=O)N1CCCC(C(=O)NCc2cccs2)C1 (centres undefined)
    0%, -11%, 5%
COc1ccc(-c2ccc(C(=O)C3CC3)cc2)cc1
    -12%, 43%[activator], -12%
CN(CC(=O)Nc1c(Cl)cccc1Cl)C(=O)c1cccc(-n2cccc2)c1
    -26%, 16µM*, -17%
O=C1CC(=O)Nc2cc(S(=O)(=O)N3CCOc4ccc(Cl)cc43)ccc2N1
    -4%&-6%, ?, ?
O=C(NCc1ccc(Cl)cc1)c1cccnc1
    3%, ?, ?
O=C(Cn1c(=O)n(Cc2ccco2)c(=O)c2c3c(sc21)CCCCC3)Nc1ccccc1
    -22%, -7%, ?
COc1cc(NC(=O)c2ccc(C)cc2)ccc1NC(=O)c1cc2ccccc2o1
    -3%&-3%, 1%&-19%, -26%&-21%
Cc1cnc(N)c2c(=O)oc3ccccc3c12
    0%, -20%, ?
CC(C)Cn1c(N)c(C(=O)CSc2nc3ncc(Cl)cc3[nH]2)c(=O)n(C)c1=O
    2%, ?, 16µM*
CCC(=O)Nc1cc(-c2nn(C)c(=O)c3ccccc23)ccc1OC
    3%, -5%, -7%
COc1ccc(C2=NN(c3ccc(C(=O)O)cc3)C(c3ccc(OC)c(OC)c3)C2)cc1 (centres undefined)
    ?, -22%, ?
Cc1ccnc(NC(=O)c2ccc(S(=O)(=O)N3CCCC3)cc2)c1
    0%, 1%, -2%

Going on with the list:
Values run as follows: GCN5L2 inh, TDP1 cell CPT, DT40 TDP1 no CPT
Nc1nnc(Cc2c[nH]c3ccccc23)s1
    -3%, -2%, -12%
N#CC12COC3(CCCCC3C1(C#N)C#N)OC2=N (centres undefined)
    -5%, 2.3µM*, 2.6µM*
O=S(=O)(Nc1cccc(-c2ccc(N3CCOCC3)nn2)c1)c1ccccc1C(F)(F)F
    -4%, -26%, ?
Cc1ccc2nc(Nc3nc(C)cc(-c4ccccc4)n3)[nH]c(=O)c2c1
    1%, 21µM*, 15µM*
C/C(=N\NS(=O)(=O)c1ccccc1)c1cc(Cl)cc(Cl)c1O
    3%, -26%, ?
CCOC(=O)C(C)Sc1ncc(-c2ccc(Cl)cc2)cn1 (centres undefined)
    1%, 4.6µM*, -12%
CN(C)CCCCOc1ccc(F)cc1
    -3%, 1%, ?
COc1ccc(-c2csc3nc(C)nc(N4CCCCC4)c23)cc1OC
    -15%, ?, 15µM*
C=CCN=C1CC(C)(C)C(C(=O)OC)C(O)=C1C(=O)CCC (centres undefined)
    3%, -23%, -11%
CS/C(=C\[N+](=O)[O-])Nc1ccc(Cl)cc1
    -1%, -21%, -10%

A different layout for part of the listing above:
compound	GCN5L2 inh	TDP1 cell CPT	DT40 TDP1 no CPT
Nc1nnc(Cc2c[nH]c3ccccc23)s1	-3%	-2%	-12%
O=S(=O)(Nc1cccc(-c2ccc(N3CCOCC3)nn2)c1)c1ccccc1C(F)(F)F	-4%	-26%	?

Next part.
Values run as follows: GCN5L2 inh, TDP1 cell CPT, DT40 TDP1 no CPT
CCn1c(CNC(=O)c2ccc(OC)c(OC)c2)nnc1SCC(=O)Nc1ccc(OC)cc1
    -2%, -1%, 0%
CCc1ccc(Nc2ccc3nonc3c2[N+](=O)[O-])cc1
    ., -7%, ?
CCCCSc1nc(C)nc2c1c(=O)n(C)c(=O)n2C
    ?, -22%, -7%
C/C(=C\C(=O)c1ccc(Br)cc1)NCc1ccc2c(c1)OCO2
    -19%, ?, ?
CC1CN(S(=O)(=O)c2cc(C(=O)NCCC3=CCCCC3)ccc2Cl)CC(C)O1 (centres undefined)
    -3%, 18µM*, 15µM*
CC1CCN(C(=O)CSc2nnc(-c3ccco3)n2N)CC1
    ., 1%, 2%
CC(C)(C)c1cc(=O)n2[nH]c(N)nc2n1
    -11%, -24%, -15%
CCN(C(=O)c1sc2nc3n(c(=O)c2c1C)CCCCC3)c1ccc(OC)cc1
    -11%, ?, ?
O=C(Nc1ccccc1)c1ccc(Nc2c([N+](=O)[O-])cc([N+](=O)[O-])c3ccccc23)cc1
    -3%, 7.3µM*, 10µM*
CN(CC(=O)NC1CC(C)(C)NC(C)(C)C1)S(=O)(=O)c1cc(Cl)ccc1Cl
    27%, 11%, 3%
Cc1csc(NC(=O)c2ccc3ccccc3n2)n1
    -11%, ?, ?
CC1(C)OC(=O)C2=C(C[C@@H](C3CC3)O[C@@H]2C2CC2)O1
    ., 6%, -16%
COc1ccc(N2CCN(C(=O)CSc3nnc(COc4cccc5cccnc45)o3)CC2)cc1
    -1%, ?, ?
Cc1cc(=O)[nH]c2nnnn12
    -7%, ?, ?
CC(C)CC(CO)N1CCN(C(=O)c2cccc(C(F)(F)F)c2)CCC1=O (centres undefined)
    -3%, 5%, -4%
OCC1OC(Oc2c(Br)cc(Br)cc2Br)C(O)C(O)C1O (centres undefined)
    ., -9%, 1%
CCc1ccc(OCc2ccc(C(=O)OC)o2)cc1
    -2%, 0%, 6%
COc1ccc(NC(=S)N(CCN(C)C)Cc2cccs2)cc1
    0%, -2%, 1%
COc1ccc(C(=O)n2cc(C(=O)c3cc(C)ccc3O)cn2)cc1
    -2%, -3%, -4%
CCOCCCNC(=O)c1ccc2c(c1)ncn2-c1ccc(C)cc1C
    1%, -26%, 16µM*
O=C(O)c1c2cc(Br)ccc2nc2[nH]c(=O)[nH]c(=O)c12
    ., -12%, -1%
CCOC(=O)c1c(NC(=O)CC2SC(=NC)N(C)C2=O)sc(C)c1C (centres undefined)
    6%, 1%, -19%
Cc1ccc(/C=C/C(=O)OCC(=O)N2CC(=O)Nc3ccccc32)o1
    3%, -15%, ?
C[C@@H]1CN([C@@H](C)CO)C(=O)CCCn2nncc2CO[C@H]1CN(C)Cc1cccc(O)c1
    ., -4%, -12%
CN(C)C(=O)C(OC(=O)c1ccc2c(c1)CCCC2)c1ccccc1 (centres undefined)
    -5%, ?, 21µM*
O=C(Nc1nc2ccccc2n1Cc1ccccc1)c1ccco1
    -6%, 21µM*, 21µM*
O=C(NCCCN1CCOCC1)c1ccc(N2CCCC2)c([N+](=O)[O-])c1
    0%, 13%, -10%
CC(C)/C=C/C(=O)N1CCC(N2CCC(C(=O)NCC3CCCO3)CC2)CC1 (centres undefined)
    ., 3%, -10%
CCOc1ccc(Cl)cc1CN1CCOCC1
    -1%, 3%, 0%
O=C(c1ccc(NC(=S)NCc2ccc(Cl)cc2)cc1)N1CCCCC1
    27%, ?, 23µM*
COC(CNC(=O)CN1CCN(Cc2ccccc2F)C1=O)OC
    -3%, -5%, -6%
O=C(COc1ccc(S(=O)(=O)N2CCOCC2)cc1)NC1CCCC1
    -1%, -3%, -7%
Cc1ccc2nc(-c3ccccc3)cc(C(=O)Nc3cccnc3)c2c1
    0%, ?, ?
O=C(CSC1=NC2(CCCCCC2)N=C1c1ccccc1)Nc1ccc2c(c1)OCCO2
    -10%, ?, ?
Cc1cc(C)n(Cc2ccccc2)c(=O)c1S(=O)(=O)c1ccccc1
    -15%, -18%, -29%
O=C(Nc1ccc(F)cc1F)C1CCN(C(=O)c2ccc(Br)cc2)CC1
    -2%, ?, ?
CCCCCCn1c(CN2CCCCC2CC)nc2c1c(=O)n(C)c(=O)n2C (centres undefined)
    1%, 23µM*, 13µM*
CCOc1ccccc1NC(=O)Cn1nnc(-c2ccc(OCC)c(OCC)c2)n1
    -2%, -21%, -21%
COc1cccc(C(=O)Nc2cc(C(F)(F)F)ccc2Cl)c1
    -2%, -8%, -24%
OCCC1CN(Cc2cccc(-n3cccn3)c2)CCN1Cc1ccccc1 (centres undefined)
    -9%, -18%, -29%
O=C(NCc1ccccc1Cl)C(=O)NCC(c1ccco1)S(=O)(=O)c1cccs1 (centres undefined)
    2%, ?, 16µM*

Reformatted as labelled records: two of the compounds above
COc1cccc(C(=O)Nc2cc(C(F)(F)F)ccc2Cl)c1
  GCN5L2 inh: -2% | TDP1 cell CPT: -8% | DT40 TDP1 no CPT: -24%

O=C(COc1ccc(S(=O)(=O)N2CCOCC2)cc1)NC1CCCC1
  GCN5L2 inh: -1% | TDP1 cell CPT: -3% | DT40 TDP1 no CPT: -7%

A portion of the library; the hit share may differ from the screen's.
